GAA glycogen mod = qHTS Assay for Inhibitors and Activators of Human alpha-Glucosidase Cleavage of Glycogen; Lysosomal alpha-glucosidase (Homo sapiens), P10253; recombinant GAA, glycogen substrate, Amplex Red glucose oxidase fluorescence; Potency, µM (series often up to 76.4 µM), for the others: at the highest dose activity change, negative = inhibition, hits mostly inhibitors; 0.38% of 300,000 active; AID 2100, 2009;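 further: 0% = full enzyme reaction and -100% = no-enzyme basal signal; the screen sought inhibitors and activators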
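Recombinant human alpha-glucosidase (4 nM final) hydrolysed bovine liver glycogen (30 ug) for 40 min at 37 C in pH 5.0 citrate/phosphate with 0.01% Tween-20. Released glucose detected by glucose oxidase/Amplex Red, Ex 573/Em 610 nm. Compounds up to 77 uM; AC50 from Hill fits.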
L3MBTL1 inh = qHTS Assay for the Inhibitors of L3MBTL1 | Lethal(3)malignant brain tumor-like protein 1 (Homo sapiens), Q9Y468 | AlphaScreen L3MBTL1–H3K9me1 peptide binding | Potency, µM (series often up to 57.1 µM), for inactives: at the highest dose activity, negative = inhibition, usual class: inhibitors | 0.66% of 230,000 active | AID 485360, 2010; further: nearly all actives have a fitted effect of over 60% in size
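Read-out is AlphaScreen signal from streptavidin donor and nickel chelate acceptor beads (10 ug/mL final each) bridging L3MBTL1 (50 nM) and biotinylated K9-monomethylated H3(1-15) peptide (75 nM), after 30 min compound exposure at room temperature.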
TR SRC2 fluor cs = Total Fluorescence Counterscreen for Inhibitors of the Interaction of Thyroid Hormone Receptor and Steroid Receptor Coregulator 2 | TRb/SRC2 Texas Red total fluorescence interference | Potency, µM (top dose mostly 106 µM), for the others: top-dose fluorescence change, negative = quenching | 0.29% of 280,000 active | AID 1479, 2009; active means well fitted curve in either direction with a large enough effect; inconclusive means small, poorly fitted or top-dose-only effect
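Human TRβ ligand-binding domain (0.6 uM) and Texas Red SRC2 peptide (20 nM) in Tris buffer with 1 uM T3 and 5% DMSO were incubated with pinned compound for 5 hr at ambient temperature. Total fluorescence was computed as S + 2P (555/632 nm).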
GAA spleen mod = qHTS Assay for Inhibitors and Activators of Human alpha-Glucosidase From Spleen Homogenate | Lysosomal alpha-glucosidase (Homo sapiens), P10253 | human spleen homogenate, 4-MU-alpha-glucoside fluorescence | Potency, µM (series often up to 79.9 µM), for the others: top-dose activity change, negative = inhibition, actives largely listed as inhibitors | 0.006% of 240,000 active | AID 2112, 2009;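 further: 0% = enzyme with vehicle and -100% = no enzyme basal signal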
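Enzyme source: human spleen homogenate, 1 ug/well. Buffer 50 mM citric acid/K phosphate pH 5.0, 0.01% Tween-20. 4-MU-alpha-glucoside 1 mM; 37 C x 40 min; NaOH/glycine stop; fluorescence.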
GAA inh = qHTS Assay for Inhibitors of Human alpha-Glucosidase as a Potential Chaperone Treatment of Pompe Disease; purified human GAA, 4-MU-alpha-glucoside fluorescence; Potency, µM (doses to about 76.9 µM), for inactives: at the top dose activity change, negative = inhibition, hits mostly inhibitors; 0.005% of 200,000 active;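 further: plate controls were uninhibited enzyme wells for no effect and no-enzyme background for full effect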
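Read-out is 4-methylumbelliferone fluorescence (Ex 365/Em 440 nm) after NaOH/glycine stop at pH 10. Enzyme 4 nM, substrate 400 uM, pH 5.0 citrate buffer, 20 min room temperature; AC50 from Hill-equation concentration-response.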
GoLoco inh red = qHTS Assay for Inhibitors of RGS12 GoLoco Motif Activity (Red Fluorophore) | Potency, µM (titrated, usually from 61.6 µM), for the others: at the top dose activity, negative = inhibition, hits mostly inhibitors | 0.44% of 230,000 active | Guanine nucleotide-binding protein G(i) subunit alpha-1 (Homo sapiens), P63096 | Gai1:RGS12 GoLoco peptide FP, rhodamine, 10 min | AID 880, 2007; active means well fitted inhibition curve with a large enough effect, not every such curve was filed as active; inactive means no such curve, though single readings can be large or run the other way; further: nearly all actives have a fitted effect of over 30% in size; many of its hits are not listed in these tables
RECQ1 helicase = qHTS Assay for Inhibitors of RecQ-Like Dna Helicase 1 (RECQ1); Potency, µM (top dose mostly 57.3 µM), for the others: at the highest dose activity, negative = inhibition, actives largely listed as inhibitors; 0.54% of 240,000 active; AID 2549, 2010; ATP-dependent DNA helicase Q1 (Homo sapiens), P46063; RECQ1 DNA unwinding, red fluorescence kinetic read;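 further: plate controls were vehicle for no effect and no enzyme for full effect; nearly all actives have a fitted effect of over 30% in size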
Target sequence (P46063 whole entry, looked up): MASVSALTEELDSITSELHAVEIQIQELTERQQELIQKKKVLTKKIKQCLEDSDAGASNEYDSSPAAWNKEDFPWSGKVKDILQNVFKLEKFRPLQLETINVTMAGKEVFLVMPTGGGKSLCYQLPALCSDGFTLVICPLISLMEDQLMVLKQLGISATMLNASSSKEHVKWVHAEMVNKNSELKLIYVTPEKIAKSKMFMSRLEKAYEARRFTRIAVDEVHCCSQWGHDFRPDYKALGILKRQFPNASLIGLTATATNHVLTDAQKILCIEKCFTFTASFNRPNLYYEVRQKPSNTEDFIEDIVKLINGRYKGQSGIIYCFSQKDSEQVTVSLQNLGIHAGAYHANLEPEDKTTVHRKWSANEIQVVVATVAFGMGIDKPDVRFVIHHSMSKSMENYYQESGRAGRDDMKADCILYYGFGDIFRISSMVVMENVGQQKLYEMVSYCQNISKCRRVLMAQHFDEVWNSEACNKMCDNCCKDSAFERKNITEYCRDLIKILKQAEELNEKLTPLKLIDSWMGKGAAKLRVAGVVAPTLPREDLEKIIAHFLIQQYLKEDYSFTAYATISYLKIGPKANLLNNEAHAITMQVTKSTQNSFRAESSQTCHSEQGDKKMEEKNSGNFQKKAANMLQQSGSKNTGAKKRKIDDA
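RECQ1T1 50 nM; forked duplex (20 bp + 30-nt ss tails) 200 nM, ATP 2 mM final; pH 8.0, 2 mM MgCl2, 2.5 ug/ml poly(dI-dC); 15 min compound preincubation; discontinuous kinetic read over 2 h at RT.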
TRb-SRC2 inh = qHTS for Inhibitors of the Interaction of Thyroid Hormone Receptor and Steroid Receptor Coregulator 2. Thyroid hormone receptor beta (Homo sapiens), P10828. TRbeta-SRC2 peptide binding, fluorescence polarization; receptor liganded with 1 µM T3. Potency, µM (doses to about 106 µM), for inactives: at the highest dose activity change, negative = inhibition, usual class: inhibitors. 0.065% of 280,000 active. AID 1469, 2008;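 further: plate controls were bound peptide for no effect and peptide without receptor for full effect; nearly all actives have a fitted effect of over 50% in size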
Target sequence (P10828 whole entry, looked up): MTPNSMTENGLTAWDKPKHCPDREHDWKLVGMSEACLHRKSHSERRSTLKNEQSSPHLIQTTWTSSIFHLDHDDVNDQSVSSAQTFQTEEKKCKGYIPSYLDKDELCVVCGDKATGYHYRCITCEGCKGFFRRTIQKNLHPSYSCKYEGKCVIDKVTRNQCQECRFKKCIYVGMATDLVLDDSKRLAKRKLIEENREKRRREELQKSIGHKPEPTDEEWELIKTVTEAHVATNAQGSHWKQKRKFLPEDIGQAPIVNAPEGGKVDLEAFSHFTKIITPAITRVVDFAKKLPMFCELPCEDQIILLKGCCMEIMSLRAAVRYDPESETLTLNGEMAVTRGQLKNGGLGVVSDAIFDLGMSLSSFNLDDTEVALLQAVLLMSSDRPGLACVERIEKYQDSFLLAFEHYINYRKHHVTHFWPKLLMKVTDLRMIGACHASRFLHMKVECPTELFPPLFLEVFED
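Fluorescence polarization of 20 nM Texas Red SRC2 peptide with 0.6 uM human TRb ligand-binding domain, in Tris buffer with 1uM T3 and 5% DMSO. Incubated 5 hr ambient; normalized to unbound and bound controls.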
Numbers without * were called inactive; [ ] = remark or other dose. Unless noted, the call rests on the fitted dose curve; in most records, active means well fitted curve in the direction sought with a large enough effect; inconclusive means small, poorly fitted or top-dose-only effect, or another doubt; inactive means no such curve, though single readings can be large; an effect the other way counts as inactive or inconclusive. Unless noted, on the % scale 0 is the no-effect control and ±100 the full control effect; potency means the concentration at half of the fitted maximal effect. These rows are one share of the data; rates above refer to the full screens.

`Cc1ccc2c(c1)C(N1CCCC1=O)CC(c1ccco1)N2` (centres undefined) gave GAA glycogen mod -3.3%, L3MBTL1 inh -0.6%, TR SRC2 fluor cs -0.5%, GAA spleen mod -3.2%, GAA inh inconclusive, GoLoco inh red -23.6%, RECQ1 helicase -10.2% and TRb-SRC2 inh -5.0%.
CCOC(=O)C1(CCc2ccccc2)CCN(C(=O)c2cnc(C)cn2)CC1 was read as GAA glycogen mod 13.3%, L3MBTL1 inh 5.0%, TR SRC2 fluor cs 0.0%[53 µM], GAA spleen mod -5.6%, GAA inh -16.7%, GoLoco inh red 0.7%, RECQ1 helicase 10.7% and TRb-SRC2 inh 6.1%[53 µM].
`COc1ccc(C(CCN2CCOCC2)c2c(OC)cc(OC)c3c(C)cc(=O)oc23)cc1` (centres undefined) gave GAA glycogen mod 1.7%, TR SRC2 fluor cs -1.6%, GAA spleen mod -1.3%, GoLoco inh red -3.0%, RECQ1 helicase inactive and TRb-SRC2 inh 5.4%.
Screening COc1ccc(N2C(=O)C(CC(N)=O)N(NC(=O)c3cccc(OC)c3)C2=S)cc1 (centres undefined) returned GAA glycogen mod -24.8%, TR SRC2 fluor cs -0.4%, GAA spleen mod -9.6%, GAA inh -1.8%, GoLoco inh red 8.8%, RECQ1 helicase -8.4% and TRb-SRC2 inh -8.3%.
`CCC1=NN(C(=O)CCc2ccc3c(c2)OCO3)C(O)(C(F)(F)F)C1` (centres undefined) gave GAA glycogen mod -5.9%, L3MBTL1 inh 1.6%, TR SRC2 fluor cs 1.4%, GAA spleen mod -8.5%, GAA inh -7.0%, GoLoco inh red 8.1%, RECQ1 helicase inactive and TRb-SRC2 inh 0.2%.
`O=C(/C=C/c1ccccc1)NC(NC(=S)Nc1ccc(Cl)cc1)C(Cl)(Cl)Cl` (centres undefined) gave GAA glycogen mod 3.2%, L3MBTL1 inh 7.8%, TR SRC2 fluor cs 1.3%, GAA spleen mod 0.4%, GAA inh -3.8%, GoLoco inh red -1.6%, RECQ1 helicase -12.1% and TRb-SRC2 inh 0.0%.
For CC(C)(C)c1ccc(/C=C/C(=O)O)s1 the results were GAA glycogen mod 8.1%, TR SRC2 fluor cs 0.8%, GAA spleen mod 1.9%, GAA inh 4.1%, GoLoco inh red 7.6%, RECQ1 helicase -14.9% and TRb-SRC2 inh 1.2%.
Cc1cc(C)cc(C(=O)NC2C(=O)N3C(C(=O)O)=C(CSc4nnc(C)s4)CSC23)c1 (centres undefined) was read as GAA glycogen mod -3.5%, TR SRC2 fluor cs -1.2%, GAA spleen mod -15.5%, GAA inh inconclusive, GoLoco inh red -8.3%, RECQ1 helicase inactive and TRb-SRC2 inh 5.1%.
Cc1ccccc1-n1c(SCC(=O)c2cc(C)n(C)c2C)nnc1-c1cccnc1 was read as GAA glycogen mod 8.3%, TR SRC2 fluor cs 0.4%, GAA spleen mod -4.7%, GAA inh -2.7%, GoLoco inh red 48.7%[activator], RECQ1 helicase -13.1% and TRb-SRC2 inh 9.0%.
CCC(=O)Nc1ncc2c(n1)CC(c1ccco1)CC2=O (centres undefined) was read as GAA glycogen mod -6.3%, L3MBTL1 inh 4.6%, TR SRC2 fluor cs 0.1%, GAA spleen mod 5.5%, GAA inh 2.8%, GoLoco inh red -9.9%, RECQ1 helicase 9.5% and TRb-SRC2 inh 2.3%.
`CCCc1nc(SCC(=O)N2CCN(c3ccccc3)CC2)c2c(=O)n(C)c(=O)n(C)c2n1` gave GAA glycogen mod 4.9%, L3MBTL1 inh -18.8%, TR SRC2 fluor cs -4.9%, GAA spleen mod -6.0%, GAA inh 0.0%, GoLoco inh red 5.9%, RECQ1 helicase -2.9% and TRb-SRC2 inh 6.5%.
Screening CN1C(=O)C(CC(=O)NCCc2ccccc2)N(NC(=O)c2ccc(Cl)cc2)C1=S (centres undefined) returned GAA glycogen mod -8.3%, L3MBTL1 inh -3.0%, TR SRC2 fluor cs -0.9%, GAA spleen mod -4.1%, GoLoco inh red -4.6%, RECQ1 helicase -1.3% and TRb-SRC2 inh -12.3%.
CCOC(=O)Nc1cccc2ccccc12 was read as GAA glycogen mod 14.3%, L3MBTL1 inh -10.2%, TR SRC2 fluor cs -0.2%, GAA spleen mod 7.8%, GAA inh -3.5%, GoLoco inh red -1.8%, RECQ1 helicase -0.4% and TRb-SRC2 inh -21.3%.
For CC(C)(C)c1cc(C(=O)Nc2ccc(F)cc2)n(Cc2ccc(F)cc2)n1 the results were GAA glycogen mod -8.2%, TR SRC2 fluor cs -2.3%, GAA spleen mod -4.4%, GoLoco inh red 5.6%, RECQ1 helicase -26.7% and TRb-SRC2 inh 5.9%.
`COc1ccc(-c2noc(N3CCC(C(=O)N4CCN(c5ccccn5)CC4)CC3)n2)cc1` gave GAA glycogen mod 4.5%, L3MBTL1 inh -2.7%, TR SRC2 fluor cs -0.9%, GAA spleen mod 1.2%, GAA inh -4.0%, GoLoco inh red 4.4%, RECQ1 helicase -2.1% and TRb-SRC2 inh -0.2%.
Cc1cc(=O)oc2cc(OC(=O)c3ccco3)ccc12 was read as GAA glycogen mod -1.6%, L3MBTL1 inh -6.8%, TR SRC2 fluor cs -1.5%[53 µM], GAA spleen mod 6.8%, GAA inh 10.8%, GoLoco inh red 0.8%, RECQ1 helicase 10.2% and TRb-SRC2 inh 1.5%[53 µM].
Screening Nc1ncncc1-c1ccc(Cl)cc1 returned GAA glycogen mod 5.8%, TR SRC2 fluor cs -0.7%, GAA spleen mod 5.9%, GoLoco inh red -0.5%, RECQ1 helicase -13.9% and TRb-SRC2 inh -10.5%.
CC(C)Oc1cccc(C(=O)NC(=S)N2CCN(c3ccc(C(F)(F)F)cc3[N+](=O)[O-])CC2)c1 was read as GAA glycogen mod -3.3%, L3MBTL1 inh inconclusive, TR SRC2 fluor cs -0.2%, GAA spleen mod 2.9%, GAA inh 0.1%, GoLoco inh red 8.4%, RECQ1 helicase inactive and TRb-SRC2 inh -0.5%.
For COc1ccc(/C(O)=C2/C(=O)C(=O)N(CCCN(C)C)C2c2cccnc2)cc1 (centres undefined) the results were GAA glycogen mod 10.4%, L3MBTL1 inh 5.4%, TR SRC2 fluor cs -0.1%, GAA spleen mod -2.6%, GAA inh 3.2%, GoLoco inh red -3.2%, RECQ1 helicase 7.9% and TRb-SRC2 inh 6.5%.
Cc1ccc(S(=O)(=O)Nc2ccc(Cl)cc2C(=O)c2ccccc2)cc1 was read as GAA glycogen mod 2.7%, L3MBTL1 inh -8.0%, TR SRC2 fluor cs -1.7%, GAA spleen mod -4.2%, GAA inh -2.5%, GoLoco inh red 4.5%, RECQ1 helicase -6.7% and TRb-SRC2 inh 2.8%.

Quoted at random: two entries already listed
`CCCc1nc(SCC(=O)N2CCN(c3ccccc3)CC2)c2c(=O)n(C)c(=O)n(C)c2n1` gave GAA glycogen mod 4.9%, L3MBTL1 inh -18.8%, TR SRC2 fluor cs -4.9%, GAA spleen mod -6.0%, GAA inh 0.0%, GoLoco inh red 5.9%, RECQ1 helicase -2.9% and TRb-SRC2 inh 6.5%.
`COc1ccc(-c2noc(N3CCC(C(=O)N4CCN(c5ccccn5)CC4)CC3)n2)cc1` gave GAA glycogen mod 4.5%, L3MBTL1 inh -2.7%, TR SRC2 fluor cs -0.9%, GAA spleen mod 1.2%, GAA inh -4.0%, GoLoco inh red 4.4%, RECQ1 helicase -2.1% and TRb-SRC2 inh -0.2%.

The listing continues:
O=C1OC(Cc2ccccn2)C(O)=C1C1=NCCCN1 (centres undefined) was read as GAA glycogen mod -3.0%, L3MBTL1 inh 4.7%, TR SRC2 fluor cs -4.2%, GAA spleen mod 6.1%, GAA inh -0.6%, GoLoco inh red 0.8%, RECQ1 helicase 2.0% and TRb-SRC2 inh -1.4%.
For O=C(CCN1CCOCC1)NCC1COc2ccccc2O1 (centres undefined) the results were GAA glycogen mod 4.2%, L3MBTL1 inh 10.1%, TR SRC2 fluor cs -3.0%, GAA spleen mod -1.9%, GAA inh 1.8%, GoLoco inh red 2.6%, RECQ1 helicase 2.5% and TRb-SRC2 inh -3.2%.
Screening O=C(/C(Cl)=C/Nc1ccc(Br)cn1)C(F)(F)F returned GAA glycogen mod 0.4%, L3MBTL1 inh 38.6%[activator], TR SRC2 fluor cs -4.7%, GAA spleen mod -5.0%, GAA inh -15.7%, GoLoco inh red 5.9%, RECQ1 helicase 9.2% and TRb-SRC2 inh -11.3%.
CCOC(=O)CC(=O)CSc1n[nH]c(=O)[nH]c1=O was read as GAA glycogen mod -2.1%, L3MBTL1 inh -2.1%, TR SRC2 fluor cs 0.0%, GAA spleen mod -9.4%, GoLoco inh red -6.7%, RECQ1 helicase -4.7% and TRb-SRC2 inh -2.0%.
`Cc1nc(OCc2c(C)noc2C)c2ccccc2n1` gave GAA glycogen mod 6.8%, L3MBTL1 inh 1.2%, TR SRC2 fluor cs 3.5%, GAA spleen mod -1.5%, GAA inh -9.9%, GoLoco inh red -4.9%, RECQ1 helicase inactive and TRb-SRC2 inh 0.7%.
For CCCC(=O)Nc1c(C)nn(C(=O)CCC)c1C the results were GAA glycogen mod 5.2%, TR SRC2 fluor cs 0.4%, GAA spleen mod -10.1%, GAA inh -1.6%, GoLoco inh red -1.9%, RECQ1 helicase 1.0% and TRb-SRC2 inh -6.1%.

Source: PubChem BioAssay (National Center for Advancing Translational Sciences (NCATS))
